HT1080NT lethal = kills 2HG-producing HT-1080-NT fibrosarcoma cells; HT-1080-NT fibrosarcoma viability, CellTiter-Glo ATP luminescence, 48 h; Potency, µM (top dose mostly 46.1 µM), without a hit: top-dose activity, negative = less viability, hits mostly cytotoxic; 360,000 tested, 1.6% active; AID 686970;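 note: NT is the 2HG producing partner of a matched IDH1 knockdown line; potency is the fitted concentration of half-maximal effect; 0% = DMSO-treated cells and -100% = media-only wells without cells; nearly all actives have a fitted effect of over 55% in size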
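Viability by CellTiter-Glo luminescence after 48 h compound exposure at 37C of HT-1080-NT cells (750/well, RPMI, 5% FBS). % activity scaled between DMSO wells and medium-only wells, then curve-fitted and categorized by curve class.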
ATXN2 expr inh = inhibitors of ATXN2 expression | HEK-293 ATXN2-luciferase reporter, luminescence, 24 h | Potency, µM (top dose mostly 57 µM), for the others: at the top dose activity change, negative = inhibition, usual class: inhibitors | 360,000 tested, 0.72% active | AID 1745845; note: potency is the fitted concentration of half-maximal effect; % is set by controls: 0 for no effect and ±100 for the full control effect; nearly all actives have a fitted effect of over 55% in size
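qHTS (up to 57 uM final) was run with 24 h compound exposure of reporter cells at 37 °C. Each well was multiplexed: SteadyGlo luminescence measured ATXN2-luciferase expression after a fluorogenic Gly-Phe-AFC viability readout (25 uM final).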
HepG2 tox = HepG2 cytotoxicity, counter-screen for TGF-b inhibitors. Potency, µM (highest dose often 46.1 µM), inactives show top-dose activity change, negative = cytotoxicity, hits mostly cytotoxic. 410,000 tested, 0.76% active. HepG2 CAGA-GFP viability, ATP luminescence, 18 h; note: potency is the fitted concentration of half-maximal effect; some results filed as inactive show a strong effect at the top dose
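HepG2 CAGA-GFP cells (1000/well, DMEM with 1% FBS) received compound, then TGF-beta at 500 pg/mL final, and were incubated 18 hours at 37 degrees C. Viability was read by CellTiter-Glo luminescence. Media-only wells were set as complete cell-killing and DMSO as no toxicity.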
ATXN viability = viability counter-screen for ATXN expression inhibitors; AID 651635; 400,000 tested, 0.49% active; S2 cells (HEK-293 line with an ATXN2-luciferase reporter) viability, CellTiter-Fluor protease fluorescence, 24 h; Potency, µM (titrated, usually from 56.7 µM), hits mostly cytotoxic; note: potency is the fitted concentration of half-maximal effect; nearly all actives have a fitted effect of over 40% in size
MCF10A rereplic = induces DNA re-replication in MCF 10a normal breast cells; MCF 10A DNA re-replication, Hoechst nuclear intensity, 48 h; Potency, µM (highest dose often 46.1 µM), for inactives: top-dose activity, positive = re-replication, hits mostly activators; 350,000 tested, 2.9% active; note: potency is the fitted concentration of half-maximal effect; % of control where 0% means no effect; nearly all actives have a fitted effect of over 50% in size
HT1080 IDH1KD tx = HT-1080 IDH1 knockdown cell toxicity (counter line); HT-1080 IDH1 knockdown viability, ATP luminescence, 48 h; Potency, µM (titrated, usually from 46.1 µM), for inactives: top-dose activity, negative = toxicity, usual class: cytotoxic; 360,000 tested, 2% active;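 note: potency is the fitted concentration of half-maximal effect; 0% = DMSO wells and -100% = cell-free medium wells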
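Luminescent ATP read-out (CellTiter-Glo, 10 min at room temperature) after 48 h compound exposure at 37 °C gave viability of IDH1-knockdown HT-1080 cells. Activity was normalised to DMSO and cell-free wells, then fitted as concentration-response curves.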
IL-1B inflam inh = blocks inflammasome-driven IL-1 beta release. 360,000 tested, 4.7% active. activity change, % at 57.5 µM. THP-1 LPS/ATP IL-1B secretion, AlphaLISA, 16 h; hits give low values. AID 743279; in the data active = activity change below about -50%; inconclusive = mostly about -30% to -49%; note: % is set by controls: 0 for no effect and ±100 for the full control effect
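Secreted IL-1B measured by AlphaLISA bead assay after 16 h compound exposure of THP-1 cells; compounds (final up to 57.5 uM) added 1 h before LPS (250 ng/mL) and ATP (1.25 mM) stimulation; lower signal means less secretion.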
SW480 rerep = DNA re-replication induction in SW480 cells. 340,000 tested, 1.8% active. SW480 DNA re-replication, Hoechst DNA content imaging, 48 h. Potency, µM (titrated, usually from 46.1 µM), inactives show at the highest dose re-replication activation, hits mostly activators; note: potency is the fitted concentration of half-maximal effect; % of control where 0% means no effect; nearly all actives have a fitted effect of over 55% in size
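Hoechst fluorescence of nuclei (405 nm excitation, 500-530 nm emission) measured by plate-scanning imager after 48 hr compound exposure at 37 C; re-replication scored as increased number of nuclei with elevated intensity.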
KB-3-1 tox = KB-3-1 parental cell cytotoxicity; KB-3-1 viability, CellTiter-Glo ATP luminescence, 72 h; Potency, µM (doses to about 46.1 µM), for inactives: at the highest dose activity change, negative = cytotoxic, actives largely listed as cytotoxic; 400,000 tested, 1.4% active; AID 1347075; note: potency is the fitted concentration of half-maximal effect; % is set by controls: 0 for no effect and ±100 for the full control effect; nearly all actives have a fitted effect of over 60% in size
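Cells are dispensed, compounds pinned in, plates held at 37 °C for 72 h, then CellTiter-Glo is added and luminescence read after 10 minutes. Cell line: parental KB-3-1 in phenol-red-free DMEM, 10% FBS.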
* hit, by the source's call; i = inactive; ? = inconclusive; . = no result given; [ ] = remark or other dose. Unless noted, calls come from the whole dose curve; as a rule, active = well fitted curve in the direction sought with a large enough effect; inconclusive = small, poorly fitted or top-dose-only effect, or another doubt; inactive = no such curve, though single readings can be large; an effect the other way counts as inactive or inconclusive.

Preview, 8 compounds:
SMILES	HT1080NT lethal	ATXN2 expr inh	HepG2 tox	ATXN viability	MCF10A rereplic	HT1080 IDH1KD tx	IL-1B inflam inh	SW480 rerep	KB-3-1 tox
CC(C)(C)c1ccc(C(=O)N2CCC(C(=O)c3ccccc3)CC2)cc1	-13%	-34%	-34%	i	18%	-18%	-75*	2%	-7%
Cc1ccc(C)c(N=Cc2cc3c(cc2[N+](=O)[O-])OCO3)c1	-2%	-28%	-9%	i	-57%[inhibitor]	3%	1	-110%[inhibitor]	5%
C(=N\n1cnnc1)/c1cccc(OCCOc2ccccc2)c1	0%	8%	-15%	i	-7%	-5%	4	-2%	-2%
COc1ccc(OC)c2sc(N3CCN(C(=O)c4ccc5ncsc5c4)CC3)nc12	-20%	-8%	-20%	i	-6%	-13%	-20	-524%[inhibitor]	14%
COCCn1c(N)c(Sc2ccc(C)cc2)c(=O)[nH]c1=O	22%	-14%	-3%	i	4%	15%	9	0%	4%
Cc1cc(C)cc(OCc2nnc(SCC(=O)N3CCCCC3)o2)c1	0%	-5%	-7%	i	11%	2%	4	-2%	0%
CN(C1=NS(=O)(=O)c2ccccc21)c1ccc(OC(=O)c2ccccc2)cc1	-18%	6%	-6%	i	-9%	0%	-14	7%	-4%
CCCCCOc1ccc(/C=N/NC(=O)c2nnn(-c3nonc3N)c2CN2CCCCCC2)cc1	6%	6%	8%	i	-2%	0%	6	-1%	0%

The list itself (from the top)
SMILES	HT1080NT lethal	ATXN2 expr inh	HepG2 tox	ATXN viability	MCF10A rereplic	HT1080 IDH1KD tx	IL-1B inflam inh	SW480 rerep	KB-3-1 tox
CC(C)(C)c1ccc(C(=O)N2CCC(C(=O)c3ccccc3)CC2)cc1	-13%	-34%	-34%	i	18%	-18%	-75*	2%	-7%
Cc1ccc(C)c(N=Cc2cc3c(cc2[N+](=O)[O-])OCO3)c1	-2%	-28%	-9%	i	-57%[inhibitor]	3%	1	-110%[inhibitor]	5%
C(=N\n1cnnc1)/c1cccc(OCCOc2ccccc2)c1	0%	8%	-15%	i	-7%	-5%	4	-2%	-2%
COc1ccc(OC)c2sc(N3CCN(C(=O)c4ccc5ncsc5c4)CC3)nc12	-20%	-8%	-20%	i	-6%	-13%	-20	-524%[inhibitor]	14%
COCCn1c(N)c(Sc2ccc(C)cc2)c(=O)[nH]c1=O	22%	-14%	-3%	i	4%	15%	9	0%	4%
Cc1cc(C)cc(OCc2nnc(SCC(=O)N3CCCCC3)o2)c1	0%	-5%	-7%	i	11%	2%	4	-2%	0%
CN(C1=NS(=O)(=O)c2ccccc21)c1ccc(OC(=O)c2ccccc2)cc1	-18%	6%	-6%	i	-9%	0%	-14	7%	-4%
CCCCCOc1ccc(/C=N/NC(=O)c2nnn(-c3nonc3N)c2CN2CCCCCC2)cc1	6%	6%	8%	i	-2%	0%	6	-1%	0%
CCOC(=O)Cc1nnc(NC(=O)CCc2ccccc2)s1	0%	-3%	-7%	i	1%	8%	-6	6%	11%
COc1ccc(C(OC(=O)c2ccco2)C(=O)NC(C)(C)C)cc1 (stereo not given)	16%	-21%	3%	i	2%	2%	-3	-2%	29%
CCC(C)NS(=O)(=O)c1ccc(OCC(=O)NCc2ccco2)cc1 (stereo not given)	12%	-11%	1%	i	9%	16%	0	-24%	-2%
Cc1cccc(NC(=O)CSc2ccc(-c3ccc4c(c3)OCO4)nn2)c1C	7%	0%	1%	?	-3%	3%	20	-9%	3%
Cc1nn(CC(=O)Nc2cc(S(=O)(=O)N3CCOCC3)ccc2Cl)c(C)c1[N+](=O)[O-]	-12%	.	2%	i	9%	0%	-9	-17%	-7%
CC(C)C1C(=O)N(Cc2cn(CCC3OCCO3)nn2)CCS(=O)(=O)N1Cc1ccc(-c2ccccc2C(F)(F)F)cc1 (stereo not given)	?	?	-27%	?	.	?	-17	.	-1%
CNc1ccc(Br)cc(C(=O)/C=C/c2ccc(Cl)cc2Cl)c1=O	?	?	-26%	?	4.6µM*	21µM*	-91*	?	?
CCN1C(=O)c2cccc3c(S(=O)(=O)NCc4ccccn4)ccc1c23	2%	4%	17%	?	2%	1%	-4	-3%	?
COc1ccc(-c2cnc(SCC(=O)Nc3ccc4c(c3)OCO4)n2Cc2ccco2)cc1	?	-20%	-1%	i	?	-21%	-73*	-2%	-15%
Cc1cc(NC(=O)COC(=O)/C=C/c2ccc(C)o2)no1	8%	?	-4%	?	-3%	10%	8	-11%	18%
CCN(c1ccccc1)S(=O)(=O)c1ccc(C(=O)NCC2(N(C)C)CCCCC2)cc1	-7%	-9%	-10%	i	?	-7%	-3	?	-1%
OCCNCc1cccc(OCc2ccccc2Cl)c1	?	-13%	-19%	i	2%	?	-9	12%	-1%
CC1=NN(C(N)=S)C(=O)C1N=Nc1ccc(F)cc1 (stereo not given)	-6%	.	20%	?	1%	1%	-8	3%	0%
CCC(C)NC(=O)c1sc2nc(C)c(C(=O)Nc3ccc(C)cc3C)c(-c3ccc(Br)cc3)c2c1N (stereo not given)	.	12%	-6%	i	.	.	.	.	-9%
COC(=O)c1cc2ccsc2n1CC(=O)N(C)c1ccccc1	-3%	5%	-2%	?	0%	1%	-24	-1%	6%
CS(=O)(=O)Nc1ccc(Cc2ccc(NS(C)(=O)=O)cc2)cc1	-6%	-9%	-18%	i	0%	-9%	0	1%	-8%
Cc1ccc(C(=O)O/N=C(\N)c2ccccn2)cc1C	?	?	-32%	?	?	?	-8	4%	-13%
O=C(CSc1nc(O)c(Cc2ccccc2)c(=O)n1-c1ccccc1)N1CCOCC1	0%	9%	12%	i	1%	2%	9	-7%	10%
CN(C)c1nc2ccccc2n(C)c1=O	0%	1%	6%	i	-14%	18%	-21	?	21%
COc1ccccc1NS(=O)(=O)c1ccc(O)c(C(=O)OCC(=O)N2CCc3ccccc32)c1	-14%	1%	1%	i	28%	-17%	22	-8%	18%
CCCc1ccc(Oc2cc(C)nc(N3CCOCC3)n2)cc1	-2%	3%	-22%	i	7%	-20%	0	-4%[9.22 µM]	6%
COc1ccc(NC2=C(C(C)=O)C(c3ccc(OC)c(OC)c3)C(C(C)=O)C(C)(O)C2)cc1 (stereo not given)	0%	1%	1%	i	10%	-11%	3	-2%	10%
Cc1ccccc1-c1nc(SCc2ccccn2)c2c(=O)n(C)c(=O)n(C)c2n1	5%	3%	8%	i	1%	5%	31	0%	11%
Cc1cccc(C(=O)OC(C)C(=O)NC2CCCc3ccccc32)c1O (stereo not given)	0%	5%	2%	i	59%	1%	14	-88%[inhibitor]	-5%
CCCCn1cnc2cc(NCc3cccc(OC)c3O)ccc21	8%	11%	-5%	i	17%	-1%	?	-6%	2%
Cc1cc(C)c(C(=O)COC(=O)c2cccc(S(=O)(=O)NCc3ccccc3)c2)cc1C	-10%	-3%	-3%	i	13%	-2%	23	8%	15%
O=C(CN(Cc1ccco1)C(=O)CNS(=O)(=O)c1ccccc1)NCc1ccccc1	2%	6%	-3%	i	-1%	1%	-7	-1%	14%
CC1=C(C(N)=O)C(c2ccccn2)n2nc(-c3ccccc3Cl)nc2N1 (stereo not given)	-3%	-5%	-7%	i	15%	-5%	?	0%	4%
COc1cccc(-c2ccc(NC(=O)C3CCCN(Cc4cccc(C)n4)C3)cc2)c1 (stereo not given)	?	.	-59%	?	.	?	-11	.	2%
Cc1cccc(N2CCN(S(=O)(=O)c3cccs3)CC2)c1C	-12%	-4%	-32%	.	6%	-5%	?	2%	4%
O=C(/C=C/c1ccccc1)NC(NC(=S)Nc1cccc(Cl)c1)C(Cl)(Cl)Cl (stereo not given)	?	?	10µM*	?	7.3µM*	?	?	?	?
COCC(=O)OCC(=O)Nc1cc(C(C)(C)C)nn1-c1ccccc1	-2%	19%	-9%	i	-17%	2%	13	-4%	31%
COC(=O)CSc1nc2[nH]ncc2c(=O)[nH]1	19%	1%	15%	i	-9%	15%	29	-2%	11%
O=C(N/N=C/c1ccc(F)cc1)c1ccc(Br)cc1	4%	37%	4%	i	-24%	?	-4	0%	1%
CCCCNC(=O)C(=O)N/N=C/c1ccc(OCC(=O)Nc2cccc(OC)c2)c(OC)c1	?	-11%	-37%	i	?	?	22	3%	1%
COc1ccc(Cn2c(=N)c(C(=O)NC3CCCCC3)cc3c(=O)n4ccccc4nc32)cc1	12%	-5%	5%	?	4.1µM*	21%	11	4.6µM*	0%
Clc1ccccc1OCCCCn1ccnc1	8%[9.24 µM]	7%	-4%	i	-1%	5%	-2	-6%	4%
O=C(Nc1cc2c(cc1Br)OCCO2)c1ccco1	-5%	56%[activator]	11%	i	0%	5%	8	1%	3%
CCOC(=O)CCn1cnc2onc(-c3cc(OC)ccc3Cl)c2c1=O	.	8%	-3%	i	.	.	.	.	-1%
O=C(Nc1ccc(N2CCCCC2)c(Cl)c1)c1ncn[nH]1	-2%	1%	-5%	i	1%	-2%	-16	-7%	-30%
Cc1cccc(NC(=S)NNC(=O)c2ccc3c(c2)OCO3)c1	0%	59%[activator]	-28%	i	11%	-4%	0	?	0%
COc1ccc(CN2C(=O)c3cccnc3C2=O)cc1S(=O)(=O)NCc1ccc(C)cc1	-4%	.	3%	i	0%	2%	-7	0%	-8%
